Compound activity from PubChem.
DRD3 antagonist: antagonists of human D3 dopamine receptor | AID 652054 | actives 2.5% (n = 360,000) | max response, negative = inhibition, % | D3R cells, DiscoveRx beta-arrestin luminescence, antagonist mode; active compounds read low; in the data active = max response below about -50%; inconclusive = no clear call, values can overlap the other calls; also: % is scaled to controls: 0 for no effect and ±100 for the full control effect; mostly tested at two doses, the higher about 12 µM
Target sequence (P35462 whole entry, looked up): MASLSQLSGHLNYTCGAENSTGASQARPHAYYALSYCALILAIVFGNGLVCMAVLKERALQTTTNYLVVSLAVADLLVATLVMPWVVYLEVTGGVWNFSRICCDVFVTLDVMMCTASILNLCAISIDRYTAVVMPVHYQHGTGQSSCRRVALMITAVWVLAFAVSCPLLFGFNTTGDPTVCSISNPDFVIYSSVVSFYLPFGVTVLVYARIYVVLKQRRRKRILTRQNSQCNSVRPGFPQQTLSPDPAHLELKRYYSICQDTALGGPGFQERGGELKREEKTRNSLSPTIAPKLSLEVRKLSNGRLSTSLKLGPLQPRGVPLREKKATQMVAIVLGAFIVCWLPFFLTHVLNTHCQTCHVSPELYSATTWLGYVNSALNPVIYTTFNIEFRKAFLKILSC
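Cells plated overnight at 1500 cells/well, then exposed to library compounds with dopamine controls for 90 minutes at 37 degrees C. DiscoveRx reagent added for 30–60 minutes at room temperature; luminescence read, quantitative HTS format.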
TDP43 rescue: inhibitors of TDP-43 toxicity in yeast. TDP-43 expressing yeast growth rescue, BacTiter-Glo, 24 h. Potency, µM (highest dose often 46.1 µM), without a hit: top-dose growth rescue (activation), usual class: activators. actives 1.8% (n = 410,000); also: potency is read from the fitted curve at half-maximal effect; % of control where 0% means no effect; nearly all actives have a fitted effect of over 50% in size
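Galactose-induced TDP-43 yeast, OD600=0.02, compound pinned; 24 hr, 30 deg C; BacTiter-Glo luminescence for growth. Inhibitors of TDP-43 toxicity read as activators.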
PTHR1 ag: PTHR1 (human) receptor agonism. Q03431. HEK293 GP2 PTHR1 cells, GloSensor cAMP luminescence, 1 h. Potency, µM (highest dose often 115 µM), for inactives: at the highest dose activation, hits mostly activators. actives 0.075% (n = 410,000). AID 743266; also: potency is read from the fitted curve at half-maximal effect; nearly all actives have a fitted effect of over 55% in size; some results filed as inactive show a strong effect at the top dose; inactives centre near -15; many of its hits are not listed in these tables
Target sequence (Q03431 whole entry, looked up): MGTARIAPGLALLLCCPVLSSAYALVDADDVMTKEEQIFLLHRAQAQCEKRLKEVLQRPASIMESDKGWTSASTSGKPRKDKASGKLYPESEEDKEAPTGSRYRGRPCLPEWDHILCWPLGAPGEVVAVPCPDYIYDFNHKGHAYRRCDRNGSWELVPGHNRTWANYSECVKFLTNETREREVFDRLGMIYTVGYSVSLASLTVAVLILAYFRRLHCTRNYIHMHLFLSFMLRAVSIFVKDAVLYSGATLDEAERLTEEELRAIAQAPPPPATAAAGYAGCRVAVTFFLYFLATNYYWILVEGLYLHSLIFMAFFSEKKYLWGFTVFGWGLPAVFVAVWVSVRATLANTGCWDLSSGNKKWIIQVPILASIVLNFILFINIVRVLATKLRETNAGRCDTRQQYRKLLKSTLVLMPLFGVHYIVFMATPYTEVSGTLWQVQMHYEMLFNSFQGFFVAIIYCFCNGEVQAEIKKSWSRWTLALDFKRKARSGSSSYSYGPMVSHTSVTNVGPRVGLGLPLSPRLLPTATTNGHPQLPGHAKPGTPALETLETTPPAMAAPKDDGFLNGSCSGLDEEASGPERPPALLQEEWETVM
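HEK-293-derived GP2 cells expressing PTHR1 and a GloSensor cAMP reporter, 3,000/well, plated overnight, given luciferin plus IBMX (each 0.5 mM as added) for 1 h at 37 °C, then compound for 1 h at 37 °C. Luminescence was read after 15 min at room temperature.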
GLP1R ag: agonists of human GLP-1 receptor. P43220. HEK293 GLP-1R CRE-luciferase, luminescence, 4-6 h; cells express a hypersensitive GLP-1R form. Potency, µM (top dose mostly 45.6 µM), for inactives: at the top dose activation, hits mostly activators. actives 0.007% (n = 380,000); also: potency is read from the fitted curve at half-maximal effect; % of control where 0% means no effect
FUS suppressor: suppressors of FUS proteinopathy in yeast; S. cerevisiae FUS-expressing, growth rescue, OD600, 24 h; Potency, µM (doses to about 76.6 µM), without a hit: at the highest dose growth rescue (activation), hits mostly activators; actives 0.24% (n = 390,000);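 also: potency is read from the fitted curve at half-maximal effect; plate controls were DMSO vehicle for no effect and reference control for full effect; nearly all actives have a fitted effect of over 55% in size; some results filed as inactive show a strong effect at the top dose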
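Quantitative HTS measuring growth restoration of FUS-toxic yeast. Galactose-induced cells (OD 0.005) were exposed 24hr at 30C to compounds at several concentrations, then absorbance at 600 nm was recorded.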
GLP1R inv ag: inverse agonists of human GLP-1 receptor; P43220; HEK293 GLP-1R CRE-luciferase, luminescence, 24 h; GLP-1R form is constitutively active; Potency, µM (top dose mostly 38.3 µM), for inactives: at the highest dose activity change, negative = inhibition, usual class: inhibitors; actives 1.6% (n = 410,000); AID 624417; also: potency is read from the fitted curve at half-maximal effect; % is scaled to controls: 0 for no effect and ±100 for the full control effect; nearly all actives have a fitted effect of over 55% in size
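GLP-1R inverse agonism mode: basal reporter luminescence in engineered HEK293 cells measured after one day of compound exposure at 37 deg C, with a 12 min room-temperature detection step.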
Abeta rescue: A-beta toxicity reversal in yeast; yeast expressing A-beta42, growth rescue, OD600, 48 h; response scale: 0% DMSO, 100% iron-clioquinol control; Potency, µM (top dose mostly 46.1 µM), for inactives: top-dose growth rescue, hits mostly activators; actives 0.063% (n = 410,000); AID 1347071; also: potency is read from the fitted curve at half-maximal effect; nearly all actives have a fitted effect of over 55% in size
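Growth rescue measured by 600 nm absorbance after 48 h yeast culture at 30 C with compound. Values normalized between DMSO and an equimolar ferric chloride plus clioquinol control.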
aSyn rescue: rescues yeast growth from alpha-synuclein toxicity; Yeast expressing alpha-synuclein, growth rescue, BacTiter-Glo, 24 h; Potency, µM (titrated, usually from 46.1 µM), without a hit: at the highest dose growth rescue (activation), actives largely listed as activators; actives 0.14% (n = 370,000); AID 652106; also: potency is read from the fitted curve at half-maximal effect; % of control where 0% means no effect; nearly all actives have a fitted effect of over 65% in size
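Screening used galactose-induced yeast with toxic alpha-synuclein levels, exposed to compound for 24 hr at 30 deg C. Cell growth, read with BacTiter-Glo luminescence, gave the measured signal.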
pAkt inh: Akt phosphorylation inhibition | Neuro2A IGF-stimulated pAkt S473 HTRF, 20 min; active compounds read low | activity change, % for hits at 50 µM | actives 0.32% (n = 360,000) | AID 651550; in the data active = activity change below about -80%; inconclusive = mostly about -51% to -80%; also: % is scaled to controls: 0 for no effect and ±100 for the full control effect
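Neuro2A cells in DMEM with 0.5% FBS, overnight at 37 deg C, given compound at single 50 µM final, then IGF (6 nM final) for 20 min at 37 deg C. Lysed; phospho-Akt Ser473 by HTRF after 24 h, 665/615 ratio.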
The depositor's hits bear a star; i = inactive; ? = inconclusive; . = not tested or not shown; & = joins results of further samples; ! = not confirmed by another sample; [ ] = another dose, or the depositor's remark. Unless noted, calls follow the shape of the dose curve; as a rule, active = well fitted curve in the direction sought with a large enough effect; inconclusive = small, poorly fitted or top-dose-only effect, or another doubt; inactive = no such curve, though single readings can be large; an effect the other way counts as inactive or inconclusive.

1: CC(=O)Nc1cc(-c2ccc(N(C)C)cc2)cn2c(-c3ccc(F)cc3)cnc12
2: CCC(=O)N(CCc1ccccc1)Cc1cc2cc(OC)ccc2[nH]c1=O
3: O=C(CNc1ccc(Br)cc1)Nc1cccc(S(=O)(=O)N2CCCC2)c1
4: Cc1ccc(-c2noc(-c3ccccc3F)n2)cc1
5: O=C1Cc2ccccc2C(=O)N1c1ccccc1
6: CCOc1cc(Cl)c(NC(=O)CC)cc1OCC
7: Cn1c(CNc2nc(-c3ccccc3)cs2)nnc1SCC(=O)c1ccccc1
8: Cn1c(COc2ccccc2)nnc1SCC(=O)Nc1ccc(S(N)(=O)=O)cc1
assay / entry,1,2,3,4,5,6,7,8
DRD3 antagonist,15,-5,0,5,-2,17,29,31
TDP43 rescue,?,3%,7%,20%,1%,8%,23%,-4%
PTHR1 ag,i,-6%,-27%,-24%,-56%[inhibitor],24%,-33%[inhibitor],i
GLP1R ag,-6%,3%,0%,0%,6%,-12%,1%,1%
FUS suppressor,?,-4%,.,-8%,-8%,-3%,?,33%
GLP1R inv ag,7%,?,?,20%,7%,10%,?,13%
Abeta rescue,-14%,5%,1%,-17%,29%,17%,?,6%
aSyn rescue,-2%,1%,7%,1%,1%,-3%,13%,-1%
pAkt inh,i,i,i,i,i,i,i,i

9: CCn1c(SC)nnc1C1CCN(S(=O)(=O)c2ccc(OC)cc2)CC1
10: O=C(Nc1ccncc1)c1cccc(S(=O)(=O)N2CCCC2)c1
11: O=C(CN1CCN(S(=O)(=O)c2cccc(Cl)c2)CC1)NCC1(N2CCOCC2)CCCCC1
12: COc1ccc(CNC(=O)COC(=O)c2ccc(Br)o2)cc1
13: Cc1nn(CCc2n[nH]c(=S)n2-c2ccc(F)cc2)c(C)c1[N+](=O)[O-]
14: COCCNC(=O)c1n[nH]c2ccccc12
15: OCCOCCNc1ncnc2c1cnn2-c1ccc(Cl)cc1
16: Cc1ccccc1C(=O)Nc1ccc(C(=O)N/N=C/c2ccccn2)cc1
assay / entry,9,10,11,12,13,14,15,16
DRD3 antagonist,6,13,-1,-1,11,-2,5,-5
TDP43 rescue,8%,8%,-3%,-1%,-17%,6%,14%,0%
PTHR1 ag,-10%[57.5 µM],-11%,-19%,i,-2%[57.5 µM],-7%,-27%,i
GLP1R ag,-4%,-1%,-1%,-3%,-14%,6%,-2%,1%
FUS suppressor,7%,16%,-19%,-4%,8%,0%,9%,8%
GLP1R inv ag,5%,-18%,-19%,4%,3%,10%,?,4%
Abeta rescue,-15%,-5%,-1%,-16%,-1%,6%,-8%,8%
aSyn rescue,-2%,0%,5%,-2%,-1%,-6%,2%,0%
pAkt inh,i,i,i,i,i,i,i,i

17: COc1cc(OC)cc(C(=O)NCCCn2ccnc2)c1
18: CC(=O)Nc1ccc(S(=O)(=O)Nc2cccc3[nH]ncc23)cc1
19: OCc1cc(C(O)CNCCCCCCOCCCCc2ccccc2)ccc1O (configuration not stated)
20: CN=C1S/C(=C\c2ccc(N3CCOCC3)cc2C)C(=O)N1C
21: CCOC(=O)CC(=O)CSc1nc2c(c(-c3cccs3)c1C#N)CCC2
22: Cc1cccc(C)c1NC(=O)C(c1ccccc1)n1c(=O)c(-c2cc3ccccc3[nH]2)nc2ccccc21 (configuration not stated)
23: CC(=O)c1cccc(NC(=O)N2C3CCC2CC(NC(=O)Nc2ccccc2)C3)c1 (configuration not stated)
24: Cc1nc(NCCc2cnc[nH]2)c2oc3ccccc3c2n1
assay / entry,17,18,19,20,21,22,23,24
DRD3 antagonist,-10,6,.,10,-1,30,23,-17
TDP43 rescue,-12%,-7%,29%,9%,19%,?,9%,-17%
PTHR1 ag,i,-7%,?,-27%,i,-12%,i,24%[57.5 µM]
GLP1R ag,-3%,-2%,?,14%,15%,.,3%,3%
FUS suppressor,20%,-1%,0%,2%,-22%,40%,-10%,1%
GLP1R inv ag,17%,2%,-16%,10%,-18%,?,5%,35%[activator]
Abeta rescue,5%,4%,-24%,8%,4%,?,-13%,5%
aSyn rescue,-1%,-5%,-17%&-13%,3%,-4%,0%,4%,-1%
pAkt inh,i,i,i,i,i,i,i,i

25: COc1ccc(Br)cc1CNC(=O)CCC(=O)N1CCSc2ccccc21
26: CCCCn1c(/N=C/c2ccc3c(c2)OCO3)nc2ccccc21
27: C=CCc1c(C)nc(SCc2nc3ccccc3c(=O)[nH]2)[nH]c1=O
28: CN(CCNC(=O)c1ccc(/C=N/O)nc1)Cc1ccccc1
29: CN(CC(=O)Nc1ccccc1Br)C(=O)c1n[nH]c2ccccc12
30: O=C(COC(=O)c1cnccn1)NCc1ccc(Cl)cc1
31: O=C(CCCCCCN1C(=O)c2ccccc2C1=O)N1CCC(c2ccccc2)C1 (configuration not stated)
32: Nc1ccn([C@@H]2O[C@H](CNCc3cnc(N4CCOCC4)s3)[C@@H](O)[C@H]2O)c(=O)n1
assay / entry,25,26,27,28,29,30,31,32
DRD3 antagonist,7,26,31,-76*,-26,-13,-3,28
TDP43 rescue,22µM*!,-8%,2%,-6%,-24%,2%,29%,?
PTHR1 ag,i,i,-5%[57.5 µM],7%,i,i,-46%[inhibitor],1%
GLP1R ag,-6%,-9%,6%,0%,6%,0%,-1%,-5%
FUS suppressor,?,11%,6%,.,35%,-19%,?,-23%
GLP1R inv ag,?,5%,25%,0%,?,19%,?,21%
Abeta rescue,11%&8%,11%,12%,10%,-1%,-24%,-14%,-2%
aSyn rescue,-1%,-5%,9%,-4%,-2%,-4%,-23%,-8%
pAkt inh,i,.,i,i,i,i,i,i

33: CCCNC(=O)Cn1cnc([N+](=O)[O-])n1
34: COc1ccc(CCN(CC(=O)NC2CCCC2)C(=O)Cn2nnc(-c3ccc(C)o3)n2)cc1OC
35: Cc1ccc(C(=O)CSc2ccccn2)cc1
36: COc1ccc(NC(=O)c2c(NCc3cccs3)sc3c2CCCC3)cc1
37: COc1ccc(OC)c(NC(=O)c2nc3ccccc3s2)c1
38: CCOC(CCNC(=O)CCC(=O)Nc1ccc2nc(N3CCN(C)CC3)cc(C)c2c1)OCC
39: CCN1CCN(c2ccc(S(=O)(=O)N3CCOCC3)cc2NC(=O)C(C)Oc2ccc(F)cc2)CC1 (configuration not stated)
40: Cc1cc(C(=O)COC(=O)c2cccc(S(=O)(=O)N(C)C)c2)c(C)n1CC1CCCO1 (configuration not stated)
assay / entry,33,34,35,36,37,38,39,40
DRD3 antagonist,0,3,?,.,1,-25,8,-22
TDP43 rescue,-1%,8%,-8%,?,22%,-12%,-4%,15%
PTHR1 ag,i,i,-9%[57.5 µM],i,-6%,-21%,-28%,-20%
GLP1R ag,2%,0%,0%,.,2%,30%,7%,-2%
FUS suppressor,4%,-2%,6%,23%,-13%,23%,16%,31%
GLP1R inv ag,14%,2%,0%,?,1%,0%,16%,1%
Abeta rescue,-5%,9%,-36%[inhibitor],-1%,-11%,6%,3%,4%
aSyn rescue,-2%,4%,-1%,.,-2%,5%,-5%,-1%
pAkt inh,i,i,i,.,i,i,i,i

41: CCOC(=O)Cc1nnc(NC(=O)CC)s1
42: CN(Cc1ccccc1)c1ncnc2c1cnn2-c1ccccc1
43: Cc1cc(NC(=O)Nc2cccc(Cl)c2)n(-c2ccccc2)n1
44: CC(=O)NCCC(=O)Nc1cc(S(=O)(=O)N2CCCCC2)ccc1N1CCN(C)CC1
45: CCNS(=O)(=O)c1ccc(Br)c(OC)c1
assay / entry,41,42,43,44,45
DRD3 antagonist,8,5,-23,-1,14
TDP43 rescue,-8%,?,-2%,8%,-7%
PTHR1 ag,i,-37%[inhibitor],-17%,i,i
GLP1R ag,-2%,14%,10%,-5%,6%
FUS suppressor,6%,30%,22%,10%,11%
GLP1R inv ag,-1%,0%,?,0%,-1%
Abeta rescue,3%,3%,2%,5%,2%
aSyn rescue,-9%,11%,4%,-6%,7%
pAkt inh,i,i,i,i,i

Marked active in DRD3 antagonist, among the entries above:
entry | SMILES | DRD3 antagonist | PTHR1 ag | GLP1R ag | GLP1R inv ag | pAkt inh
28 | CN(CCNC(=O)c1ccc(/C=N/O)nc1)Cc1ccccc1 | -76* | 7% | 0% | 0% | i

Limited to GLP1R inv ag, for some of the entries so far:
| item | mol | GLP1R inv ag |
| --- | --- | --- |
| 41 | CCOC(=O)Cc1nnc(NC(=O)CC)s1 | -1% |
| 43 | Cc1cc(NC(=O)Nc2cccc(Cl)c2)n(-c2ccccc2)n1 | ? |
| 45 | CCNS(=O)(=O)c1ccc(Br)c(OC)c1 | -1% |
| 44 | CC(=O)NCCC(=O)Nc1cc(S(=O)(=O)N2CCCCC2)ccc1N1CCN(C)CC1 | 0% |

Only part of the results is shown; the hit share may differ from the screen's.
